EZH2 inh = inhibitors of human EZH2/PRC2 methyltransferase. AID 651548. Q15910. inhibition, % at 12.5 µM. 57,000 tested, 0.35% active. PRC2 H3K27 methylation, DELFIA TRF, 1 h;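 active = mean inhibition of replicates at least 50% and every single replicate also reaching 50%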;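 note: dimethyl H3K27 on biotinylated H3 21-44 peptide detected by antibody; plate controls were median neutral control wells for no effect and median positive control wells for full effect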
Target sequence (Q15910 whole entry, looked up): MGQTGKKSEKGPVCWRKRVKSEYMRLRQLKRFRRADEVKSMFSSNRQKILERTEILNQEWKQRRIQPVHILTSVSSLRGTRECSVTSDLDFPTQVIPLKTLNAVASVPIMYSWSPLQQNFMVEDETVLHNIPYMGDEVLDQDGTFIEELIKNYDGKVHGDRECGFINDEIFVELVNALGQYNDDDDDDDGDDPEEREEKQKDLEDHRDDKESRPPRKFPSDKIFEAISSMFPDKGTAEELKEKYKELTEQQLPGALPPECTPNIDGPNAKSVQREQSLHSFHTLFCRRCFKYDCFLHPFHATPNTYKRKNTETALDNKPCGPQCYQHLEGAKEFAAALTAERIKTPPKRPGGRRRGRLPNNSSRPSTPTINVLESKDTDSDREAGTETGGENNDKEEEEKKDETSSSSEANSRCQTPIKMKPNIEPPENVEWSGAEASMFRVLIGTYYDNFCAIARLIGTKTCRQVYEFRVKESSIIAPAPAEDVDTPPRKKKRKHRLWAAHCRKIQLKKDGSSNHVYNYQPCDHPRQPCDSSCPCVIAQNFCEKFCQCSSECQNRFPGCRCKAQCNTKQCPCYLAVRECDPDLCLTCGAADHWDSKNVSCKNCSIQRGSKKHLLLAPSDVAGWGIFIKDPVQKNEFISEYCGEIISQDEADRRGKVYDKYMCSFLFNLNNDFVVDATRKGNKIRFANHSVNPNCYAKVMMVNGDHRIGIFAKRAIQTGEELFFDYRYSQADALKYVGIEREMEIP
IDH1 R132H inh = blocks human IDH1 R132H reductase activity | O75874 | diaphorase/resazurin fluorescence, 60 min | inhibition, % at 10 µM | 70,000 tested, 0.18% active | AID 624101; in the data active = inhibition above about 34%;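 note: 0% = DMSO and 100% = no enzyme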
An asterisk follows results filed as active; x = not tested or not shown; & = joins results of further samples.

SMILES	EZH2 inh	IDH1 R132H inh
CC(C)NC(=O)N(C)C[C@@H]1Oc2c(NC(=O)CCCCCC(=O)Nc3ccccc3N)cccc2C(=O)N([C@@H](C)CO)C[C@H]1C	9	0.2
COc1ccc(NC(=O)CN(C)S(=O)(=O)c2cc(Cl)ccc2Cl)cc1Cl	25	0.4
C[C@@H]1CCCCO[C@@H](CN(C)S(=O)(=O)c2ccc(Cl)cc2)[C@H](C)CN([C@H](C)CO)C(=O)c2cc(NS(C)(=O)=O)ccc2O1	x	-1.4
C[C@H](CO)N1C[C@H](C)[C@H](CN(C)C(=O)Nc2ccc(F)cc2)Oc2ccc(NC(=O)Nc3cccc4ccccc34)cc2C1=O	x	-0.3
CCS(=O)(=O)Nc1ccc2c(c1)C(=O)N(C)C[C@H](OC)[C@H](C)CN(C(C)=O)[C@@H](C)CO2	-22	0.1
COCC(=O)Nc1ccc2c(c1)OC[C@H](C)N(C(=O)Cc1ccccn1)C[C@H](C)[C@@H](OC)CN(C)C2=O	2	0.1
CCCC(=O)Nc1ccc2c(c1)C(=O)N(C)C[C@H](OC)[C@H](C)CN(Cc1ccc(-c3ccccn3)cc1)[C@@H](C)CO2	-2	-0.3
O=C(NCC[C@@H]1CC[C@@H](NC(=O)C2CC2)[C@H](CO)O1)c1cnccn1	2	-0.1
COc1ccc(-c2cnc3c(c2)C(=O)N([C@@H](C)CO)C[C@@H](C)[C@H](CN(C)Cc2cccnc2)O3)cc1	x	-3.8
CO[C@H]1CN(C)C(=O)c2cc(NS(C)(=O)=O)ccc2OC[C@H](C)N(CC2CC2)C[C@H]1C	-2	0.0
C[C@@H]1CN([C@H](C)CO)C(=O)c2cc(NS(C)(=O)=O)ccc2O[C@@H]1CN(C)C(=O)Nc1ccc(F)cc1	4	0.7
C[C@H](CO)N1C[C@H](C)[C@H](CN(C)Cc2ccncc2)Oc2ncc(C#Cc3ccccc3)cc2C1=O	-9	0.2
Cc1ccc(NC(=O)CCCn2cc([N+](=O)[O-])cn2)cc1C	-24	-0.3
C[C@H](CO)N1C[C@H](C)[C@H](CN(C)C(=O)NC2CCCCC2)Oc2c(NC(=O)Nc3ccccc3)cccc2C1=O	-27	0.7
COc1cc(C)c(Br)cc1S(=O)(=O)NCc1ccco1	4	-0.4
CCC(=O)Nc1ccc2c(c1)OC[C@@H](C)N(CCc1ccccc1)C[C@H](C)[C@@H](OC)CN(C)C2=O	-1	-0.5
C[C@H]1CN([C@@H](C)CO)C(=O)c2cc(-c3ccc(F)cc3)cnc2O[C@@H]1CN(C)C(=O)c1cccnc1	x	-0.9
COc1ccc(NC(=O)N[C@H]2CC[C@@H](CCNC(=O)c3ccccc3F)O[C@H]2CO)cc1	-4	0.0
Cc1noc(C)c1NC(=O)Nc1ccc2c(c1)C(=O)N([C@H](C)CO)C[C@H](C)[C@@H](CN(C)C(=O)Nc1ccc(C(F)(F)F)cc1)OCCCC[C@H](C)O2	x	0.0
CCCN(C)C[C@H]1Oc2cc(-c3ccccc3C)ccc2S(=O)(=O)N([C@@H](C)CO)C[C@H]1C	8	0.6
CO[C@@H]1CN(C)C(=O)c2ccc(NC(=O)c3ccccc3)cc2OC[C@@H](C)NC[C@H]1C	7	-0.9
COc1ccc([N+](=O)[O-])cc1NC(=O)COc1ccc(Br)cc1Cl	-10	-0.2
C[C@@H]1CN([C@H](C)CO)C(=O)c2cc(NC(=O)Cc3ccccc3)ccc2O[C@H]1CN(C)S(=O)(=O)c1cn(C)cn1	x	-6.0
COc1ccc(CN2C[C@@H](C)[C@H](OC)CN(C)C(=O)c3cc(NC(=O)C4CC4)ccc3OC[C@H]2C)cc1	0	0.3
C[C@@H]1CN([C@@H](C)CO)C(=O)c2cccc(NC(=O)C3CCOCC3)c2O[C@H]1CN(C)C(=O)NC1CCCCC1	-7	0.4
CC(C)c1ccc(NC(=O)CSc2nnc(-c3ccc(Cl)c(Cl)c3)n2C)cc1	-7	-0.6
O=C(CC(C(=O)O)N1CCOCC1)Nc1ccc(Cl)cc1 (stereo unspecified)	4	-0.3
C[C@H]1C=C(C(=O)NCc2nc3ccccc3[nH]2)O[C@@H](OCc2ccc(CO)cc2)C1	-8	x
Cc1ccc(NC(=O)Cn2c([N+](=O)[O-])cnc2C)cc1C	9	0.4
COc1ccc(NC(=O)Nc2ccc3c(c2)C(=O)N([C@@H](C)CO)C[C@H](C)[C@H](CN(C)Cc2ccc(-c4ccccc4)cc2)O3)cc1	x	4.9
CCC(=O)N(C)C[C@@H]1Oc2cc(/C=C/c3ccccc3)ccc2S(=O)(=O)N([C@H](C)CO)C[C@@H]1C	-8	10
CO[C@H]1CN(C)C(=O)c2ccc(NC(=O)C3CCC3)cc2OC[C@@H](C)N(Cc2ccc(F)cc2)C[C@H]1C	-9	0.5
O=C(Nc1sc2c(c1C(=O)NCc1cccnc1)CCCC2)c1ccc(Cl)cc1	8	-0.1
Cc1ccccc1S(=O)(=O)N[C@H]1CC[C@H](CCn2cc(-c3ccc(F)cc3)nn2)O[C@H]1CO	-20	2.2
COC(=O)c1ccc(/C=N/NC(=O)c2cccc(C(=O)NO)c2)cc1	9	0.1
O=C(Nc1ccc(Cl)cc1)N[C@@H]1CC[C@H](CCn2cc(C3(O)CCCC3)nn2)O[C@H]1CO	10	-0.2
C[C@@H]1CN([C@H](C)CO)C(=O)c2cc(-c3ccc(C#N)cc3)cnc2O[C@H]1CN(C)C(=O)Nc1ccc(C(F)(F)F)cc1	-13	x
CC(C)NC(=O)N(C)C[C@@H]1Oc2ccc(NC(=O)CCCCCC(=O)Nc3ccccc3N)cc2CC(=O)N([C@H](C)CO)C[C@H]1C	2	0.7
CCOC(=O)c1sc(NC(=O)CSc2ncccn2)c(C#N)c1C	-6	0.1
CCc1cc(C(=O)OC)c(NC(=O)CC2NCCNC2=O)s1 (stereo unspecified)	3	2.4
CCC(=O)Nc1ccc2c(c1)C(=O)N(C)C[C@@H](OC)[C@@H](C)CN(C(=O)Cc1ccccn1)[C@@H](C)CO2	3	0.0
O=C(CCCCC(=O)N/N=C/c1ccc(CO)o1)NO	-3	-0.8
Cc1cc(C(=O)Nc2cccc3c2O[C@@H](CN(C)C(=O)Nc2ccccc2)[C@H](C)CN([C@@H](C)CO)C3=O)n(C)n1	8	x
C[C@@H]1CN([C@H](C)CO)C(=O)c2cc(C3=CCCCC3)cnc2O[C@@H]1CN(C)Cc1ccccc1F	4	0.4
CN1CCN(C(=O)C[C@@H]2C[C@@H]3c4cc(NC(=O)NC5CCCCC5)ccc4O[C@@H]3[C@H](CO)O2)CC1	9	-0.1
COCC(=O)Nc1ccc2c(c1)C(=O)N(C)C[C@H](OC)[C@@H](C)CN(C(=O)c1cnccn1)[C@@H](C)CO2	12	-0.3
Cc1ccc(S(=O)(=O)Nc2ccc3c(c2)CC(=O)N([C@H](C)CO)C[C@@H](C)[C@H](CN(C)S(C)(=O)=O)O3)cc1	x	-17
CO[C@@H]1CN(C)C(=O)c2cc(NC(=O)C3CC3)ccc2OC[C@H](C)N(Cc2ccccc2)C[C@@H]1C	-7	0.4
COc1ccc(CN(C)C[C@H]2Oc3c(NC(=O)Nc4ccc(OC)cc4)cccc3C(=O)N([C@@H](C)CO)C[C@H]2C)cc1	x	1.7
COc1ccc(S(=O)(=O)N(C)C[C@H]2Oc3c(NC(=O)Nc4ccc(C(F)(F)F)cc4)cccc3C(=O)N([C@H](C)CO)C[C@@H]2C)cc1	x	-0.4
COCC(=O)N(C)C[C@H]1Oc2cc(C#CC3CC3)ccc2S(=O)(=O)N([C@@H](C)CO)C[C@H]1C	-9	x
C[C@@H]1CCCCO[C@@H](CN(C)Cc2ccc(Cl)c(Cl)c2)[C@H](C)CN([C@H](C)CO)C(=O)c2cc(NC(=O)Nc3ccc(F)cc3)ccc2O1	x	1.8
C[C@H](CO)N1C[C@H](C)[C@@H](CN(C)C)Oc2ccc(NC(=O)CCCCCC(=O)Nc3ccccc3N)cc2CC1=O	x	-0.1
C[C@H](CO)N1C[C@H](C)[C@H](CN(C)Cc2ccncc2)Oc2ncc(-c3cccc(C(F)(F)F)c3)cc2C1=O	x	3.0
C[C@H](CO)N1C[C@H](C)[C@@H](CN(C)Cc2ccc(Oc3ccccc3)cc2)Oc2ccc(NC(=O)c3ccncc3)cc2CC1=O	-66	4.9
C[C@@H]1CCCCO[C@@H](CN(C)S(C)(=O)=O)[C@H](C)CN([C@H](C)CO)C(=O)c2cc(NC(=O)NC3CCCCC3)ccc2O1	x	1.6
COc1ccc(S(=O)(=O)Nc2ccc3c(c2)C(=O)N([C@H](C)CO)C[C@H](C)[C@@H](CN(C)C(=O)NC(C)C)OCCCC[C@@H](C)O3)cc1	x	-0.4
Cc1noc(C)c1NC(=O)N(C)C[C@H]1Oc2ccc(NC(=O)CCCCCC(=O)Nc3ccccc3N)cc2C(=O)N([C@H](C)CO)C[C@H]1C	5	x
O=C(C[C@@H]1C[C@H]2c3cc(NC(=O)C4CCC4)ccc3O[C@H]2[C@H](CO)O1)NCCN1CCCCC1	-6	0.3
Cc1noc(C)c1NC(=O)Nc1ccc2c(c1)C(=O)N([C@H](C)CO)C[C@H](C)[C@H](CN(C)C)OCCCC[C@@H](C)O2	11	2.4

Among those listed so far, these contain a nitro group on carbon.
SMILES	EZH2 inh	IDH1 R132H inh
Cc1ccc(NC(=O)CCCn2cc([N+](=O)[O-])cn2)cc1C	-24	-0.3
COc1ccc([N+](=O)[O-])cc1NC(=O)COc1ccc(Br)cc1Cl	-10	-0.2
Cc1ccc(NC(=O)Cn2c([N+](=O)[O-])cnc2C)cc1C	9	0.4

The list continues.
SMILES	EZH2 inh	IDH1 R132H inh
C[C@@H]1CN([C@@H](C)CO)S(=O)(=O)c2ccc(C#Cc3ccncc3)cc2O[C@@H]1CN(C)C(=O)C1CCOCC1	-15	0.1
Cc1ccc(-c2ccc3c(c2)O[C@H](CN(C)Cc2ccc(C(=O)O)cc2)[C@H](C)CN([C@@H](C)CO)S3(=O)=O)cc1	27	1.2
COC(=O)/C=C(\C)CCC1(C)C(C)CCC2(C)C(C)=CC(=O)CC21 (stereo unspecified)	x	-0.3
CCCNC(=O)Nc1ccc2c(c1)C(=O)N(C)C[C@H](OC)[C@H](C)CN(Cc1ccncc1)[C@@H](C)CO2	-8	x
COc1ccc(NC(=O)N(C)C[C@H]2OCCCC[C@@H](C)Oc3ccc(NS(=O)(=O)c4ccccc4)cc3C(=O)N([C@@H](C)CO)C[C@@H]2C)cc1	x	-2.9
COc1ccc(CN(C)C[C@@H]2Oc3ccc(NC(=O)Nc4ccc(F)cc4)cc3C(=O)N([C@@H](C)CO)C[C@H]2C)cc1	x	0.4
C[C@@H]1CCCCO[C@H](CN(C)C(=O)Nc2ccccc2)[C@@H](C)CN([C@H](C)CO)C(=O)c2cc(NC(=O)NC3CCCCC3)ccc2O1	x	1.3
COc1ccc(NC(=O)Nc2ccc3c(c2)C(=O)N([C@H](C)CO)C[C@H](C)[C@H](CN(C)S(=O)(=O)c2ccc(OC)cc2)O3)cc1	x	-1.3
O=C(Nc1ccc(F)cc1)Nc1ccc2c(c1)[C@H]1C[C@H](CC(=O)N3CCOCC3)O[C@@H](CO)[C@H]1O2	3	-0.1
CC(C)NC(=O)N(C)C[C@H]1Oc2ncc(-c3ccccc3F)cc2C(=O)N([C@@H](C)CO)C[C@H]1C	1	0.1
C[C@H](CO)N1C[C@H](C)[C@H](CN(C)C)Oc2ncc(-c3ccccc3)cc2C1=O	14&10	2.0&-2.1
O=C(C[C@H]1C[C@@H]2c3cc(NC(=O)C4CCOCC4)ccc3O[C@@H]2[C@H](CO)O1)NC1CCCC1	5	-0.2
C[C@H]1CN([C@@H](C)CO)C(=O)CCCn2nncc2CO[C@H]1CN(C)C(=O)c1ccc(N2CCN(C)CC2)cc1	-2	x
CO[C@@H]1CN(C)C(=O)c2cc(NC(=O)c3cccc(F)c3)ccc2OC[C@H](C)N(C)C[C@H]1C	5	0.1
O=C(C[C@H]1C=C[C@H](NC(=O)C2CCOCC2)[C@H](CO)O1)Nc1ccc(-c2ccccc2)cc1	-5	-0.1
C[C@H]1O[C@@H](O[C@H]2CC[C@@]3(C)C(CC[C@]4(C)C3CC=C3C5CC(C)(C)CC[C@]5(C(=O)O)CC[C@]34C(=O)O)C2(C)C)[C@H](O)[C@@H](O)[C@@H]1O (stereo partly specified)	20	0.4
O=C(C[C@@H]1C[C@@H]2c3cc(NC(=O)CC4CC4)ccc3O[C@@H]2[C@H](CO)O1)NCc1ccc(Cl)cc1	-2	0.3
CCOC(=O)N1CCN(C(=O)CSCC(=O)N=c2sc3ccccc3n2C)CC1	-5	-1.3
C[C@H](CO)N1C[C@H](C)[C@@H](CN(C)C(=O)C2CCCCC2)Oc2ncc(-c3cccnc3)cc2C1=O	8	x
COc1ccccc1CN1C(=O)c2ccccc2[C@](Cc2ccccc2I)(C(=O)NCC(C)C)[C@@H]1c1ccc(CO)cc1	-4	x

A draw from above in order of molar mass, falling:
SMILES	EZH2 inh	IDH1 R132H inh
C[C@@H]1CCCCO[C@H](CN(C)C(=O)Nc2ccccc2)[C@@H](C)CN([C@H](C)CO)C(=O)c2cc(NC(=O)NC3CCCCC3)ccc2O1	x	1.3
C[C@@H]1CN([C@@H](C)CO)S(=O)(=O)c2ccc(C#Cc3ccncc3)cc2O[C@@H]1CN(C)C(=O)C1CCOCC1	-15	0.1
O=C(C[C@@H]1C[C@@H]2c3cc(NC(=O)CC4CC4)ccc3O[C@@H]2[C@H](CO)O1)NCc1ccc(Cl)cc1	-2	0.3

Not all compounds are listed, so the mix of outcomes need not match the whole.
